Thrombin inh = inhibitors of human thrombin. actives 0.26% (n = 220,000). AID 1046. P00734. inhibition, % at 5 µM. alpha-thrombin, Boc-VPR-AMC fluorogenic substrate cleavage;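 active = inhibition at or above 40%; inactive = inhibition below 40%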;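 also: 0% = enzyme with no compound and 100% = wells without enzyme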
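Material: human alpha-thrombin protein. Incubation: reaction at ambient temperature. Technique: fluorescence of released AMC, ex 355 nm, em 460 nm. Control set: no-compound enzyme wells and no-enzyme blanks. Also added: Boc-VPR-AMC substrate, 15 µM final. Buffer or medium: pH 7.5 Tris (50 mM) with NaCl 150 mM, Tween 20 0.05%.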
FXIa inh = blocks human coagulation factor XIa protease activity; purified FXIa, Boc-Glu-Ala-Arg-AMC fluorogenic substrate; actives 0.14% (n = 220,000); inhibition, % at 5 µM; P03951;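 active = inhibition of at least 40%; inactive = inhibition below 40%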;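 also: fluorescence of freed AMC excited at 355 nm; 0% = enzyme without compound and 100% = no enzyme blank; many of its hits are not listed in these tables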
Target sequence (P03951 19-387 limits assumed): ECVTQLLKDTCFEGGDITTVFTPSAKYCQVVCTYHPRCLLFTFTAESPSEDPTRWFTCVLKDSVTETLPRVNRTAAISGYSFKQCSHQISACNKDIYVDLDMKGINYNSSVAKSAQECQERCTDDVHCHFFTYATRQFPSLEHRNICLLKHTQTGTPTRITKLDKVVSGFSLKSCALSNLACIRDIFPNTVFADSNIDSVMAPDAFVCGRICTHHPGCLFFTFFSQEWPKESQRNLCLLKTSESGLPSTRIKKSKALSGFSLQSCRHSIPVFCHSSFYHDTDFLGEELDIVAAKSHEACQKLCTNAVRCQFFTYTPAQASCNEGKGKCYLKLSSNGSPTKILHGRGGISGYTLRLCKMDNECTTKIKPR
Target sequence (P03951 388-625 limits assumed): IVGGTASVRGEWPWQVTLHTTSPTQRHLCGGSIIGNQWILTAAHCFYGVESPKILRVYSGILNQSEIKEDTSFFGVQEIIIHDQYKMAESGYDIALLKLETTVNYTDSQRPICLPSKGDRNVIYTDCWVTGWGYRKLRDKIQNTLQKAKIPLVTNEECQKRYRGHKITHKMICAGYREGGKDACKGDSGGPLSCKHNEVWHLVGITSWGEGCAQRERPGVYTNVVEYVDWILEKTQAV
p97 inhibitor = inhibitors of human p97 ATPase | P55072 | recombinant p97 ATPase, Kinase-Glo ATP luminescence, 3 h | inhibition, % at 8 µM | actives 0.42% (n = 220,000); in the data active = inhibition above about 15%;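 also: 0% = DMSO vehicle and 100% = wells lacking enzyme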
Cl transport mod = modulates chloride dependent transport by human KCC2 | actives 2.2% (n = 190,000) | B-score of Tl+ flux slope (higher = more flux/activation; lower = inhibition) at 10 µM | AID 1456 | KCC2 cells, thallium flux FluoZin-2 fluorescence;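 active = thallium flux slope and its plate-corrected score both differing from the plate sample mean at a set confidence after two filtering rounds, in either direction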;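 also: slope of fluorescence scaled to starting intensity during 10 to 20 s after thallium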
hK5 inh = kallikrein 5 (human) inhibition; recombinant hK5, fluorogenic AMC substrate cleavage; AID 873; inhibition, % at 5 µM; actives 0.59% (n = 210,000);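 active = inhibition of 40% or more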;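 also: 0% = enzyme controls without compound and 100% = no-enzyme blanks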
Target sequence (Q9Y337 67-293 limits assumed): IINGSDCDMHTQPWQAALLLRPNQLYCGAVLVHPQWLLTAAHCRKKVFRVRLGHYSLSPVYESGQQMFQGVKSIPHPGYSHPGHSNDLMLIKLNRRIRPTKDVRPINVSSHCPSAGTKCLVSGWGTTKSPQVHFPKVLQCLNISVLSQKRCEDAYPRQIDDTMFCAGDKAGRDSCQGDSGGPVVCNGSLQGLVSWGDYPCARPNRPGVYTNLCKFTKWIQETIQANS
PERK inh = blocks human PERK kinase; CHO PERK-DD fusion, SEAP luminescence translation reporter; inhibition, % at 5.6 µM; actives 0.17% (n = 220,000); AID 1416;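 active = inhibition above the mean inhibition of all tested compounds plus 3 SD, set separately per screening campaign, cut at about 2.9% in these data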;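 also: PERK kinase domain activated by AP20187 dimerizer at 100 nM; 0% = DMSO with dimerizer and 100% = rapamycin at 8.4 µM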
Wee1 degr inh = inhibitors of human Wee1 degradation | HeLa Luc-Wee1K328M stability, luciferase luminescence; 100% = proteasome inhibitor MG132 effect | AID 1321 | actives 1.2% (n = 220,000) | P30291 | reporter increase, % at 5 µM;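 active = activation above the mean of all tested compounds plus 3 SD, set per screening run, cut at about 8.8% in these data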;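 also: cells exposed to compound for 20 h before luminescence read; 0% = DMSO alone and 100% = MG132 at 30 µM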
FXIIa inh = inhibitors of human coagulation factor XIIa; actives 0.3% (n = 220,000); purified FXIIa, Boc-QGR-AMC fluorogenic substrate, 2 h; P00748; inhibition, % at 5 µM; in the data active = inhibition above about 40%;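 also: 0% = enzyme with no compound and 100% = blank without enzyme; many of its hits are not listed in these tables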
Furin inhibitor = inhibitors of human furin; P09958; purified furin, fluorogenic substrate cleavage; inhibition, % at 30 µM; actives 0.061% (n = 220,000); in the data active = inhibition above about 25%; also: inactives centre near -15
Active calls of the source: *; . = no result given; [ ] = remark or other dose.

SMILES	Thrombin inh	FXIa inh	p97 inhibitor	Cl transport mod	hK5 inh	PERK inh	Wee1 degr inh	FXIIa inh	Furin inhibitor
Cc1nc(-c2ccc(Cl)cc2)sc1C1(C)CC(c2cccnc2)=NO1 (stereo not drawn)	-4	-3	.	0.066	-3	.	.	5	-14
CC1=NC(C)Cc2ccccc21 (stereo not drawn)	-1	-2	2	-0.27	0	0.5	-1	6	-29
COc1ccc(CCNC(=O)c2ccc(CNS(=O)(=O)c3ccccc3)cc2)cc1OC	0	23	-3	0.51	-19	0.2	4	26	-7
CC1CCC(NC(=O)CN(C)S(=O)(=O)c2cnc[nH]2)CC1 (stereo not drawn)	-9	-4	6	0.012	-8	0.4	1	1	-20
CCOC(=O)c1cnc2ccccc2c1Nc1cccc(C(=O)O)c1	-22	-11	5	-1.1	-2	0.3	-1	3	-12
Cc1nc(SCC(=O)NCCc2ccccc2)c2oc3ccccc3c2n1	-2	-2	-4	0.19	-9	0.6	5	6	-2[20 µM]
COc1ccc(CCNC(=O)C2(C)CCC(=O)N2Cc2ccc3c(c2)OCO3)cc1OC (stereo not drawn)	0	-7	3	0.076	3	0.4	-1	20	-25
CC(=O)Nc1ccc(N/C=C/C(=O)C(C)(C)C)cc1	0	1	4	.	1	1.3	0	-1	-31[20 µM]
CCC(=O)c1ccc(NC(C)=O)cc1O	4	3	-6	0.27	1	1.7	0	10	-11
Cc1ccccc1NC(=S)NCCSc1ccc(Cl)cc1	19	-10	-5	-1.1	-9	0.5	-5	8	-15
CCNC(=O)C1CC(=O)N(Cc2ccc(F)cc2)C(=Nc2ccc(OC)cc2)S1 (stereo not drawn)	1	-4	-6	-0.19	8	-0.2	-2	2	-19
Cc1ccc(C2=NNC(=Nc3ccc(F)cc3)SC2)cc1	-5	-14	2	3.2	-4	1.1	-1	3	-14

Gathered by group, those above with nitrogen in an aromatic ring (4)
SMILES	Thrombin inh	FXIa inh	p97 inhibitor	Cl transport mod	hK5 inh	PERK inh	Wee1 degr inh	FXIIa inh	Furin inhibitor
Cc1nc(-c2ccc(Cl)cc2)sc1C1(C)CC(c2cccnc2)=NO1 (stereo not drawn)	-4	-3	.	0.066	-3	.	.	5	-14
CC1CCC(NC(=O)CN(C)S(=O)(=O)c2cnc[nH]2)CC1 (stereo not drawn)	-9	-4	6	0.012	-8	0.4	1	1	-20
CCOC(=O)c1cnc2ccccc2c1Nc1cccc(C(=O)O)c1	-22	-11	5	-1.1	-2	0.3	-1	3	-12
Cc1nc(SCC(=O)NCCc2ccccc2)c2oc3ccccc3c2n1	-2	-2	-4	0.19	-9	0.6	5	6	-2[20 µM]

Other records follow.
SMILES	Thrombin inh	FXIa inh	p97 inhibitor	Cl transport mod	hK5 inh	PERK inh	Wee1 degr inh	FXIIa inh	Furin inhibitor
Cc1ccc(S(=O)(=O)N2CCN(C(=O)CN3CCOCC3)C2c2ccccc2)cc1 (stereo not drawn)	3	3	1	0.52	-1	-0.2	-2	10	-29
COc1ccc(C(O)(CCc2ccccc2)CCN2CCCCC2)cc1 (stereo not drawn)	-9	2	2	1.4	-6	-0.3	1	10	-6
CC(=O)Nc1ccc(C(=O)NCC(=O)OCc2ccccc2F)cc1	-1	-8	1	-1	-27	1.5	-1	-10	-12
Cc1ccc2c(Cl)c(C(=O)NCCc3ccccc3)sc2c1	3	6	0	0.96	-9	1.0	2	14	-9
CN(Cc1ccccc1)c1nc(N)c([N+](=O)[O-])c(NCc2ccccc2)n1	0	9	7	0.12	2	0.7	3	11	-3
CCCC(C)NC(=S)NC(=O)c1cc(S(=O)(=O)N2CCOCC2)ccc1C (stereo not drawn)	-1	8	6	0.72	-8	-0.8	-1	14	-12
CN(C)CCCNC(=O)C(=O)NCC1CCCO1 (stereo not drawn)	4	0	0	-0.67	-3	1.1	0	13	-18
COC(=O)c1c(NC(NC(=O)C(C)C)C(Cl)(Cl)Cl)sc2c1CCC2 (stereo not drawn)	-12	-3	0	-0.98	-11	-1.1	-3	5	1
COCCNC(=S)N/N=C/c1ccc(OCc2ccc(C(=O)OC)cc2)cc1	-6	-8	2	-0.48	-6	0.5	1	1	-1
O=C(O)CCc1nn2c3ccccc3n(Cc3ccccc3F)c2nc1=O	4	-3	-1	-0.023	-6	0.7	-2	8	-25
COc1ccccc1N1CCN(C(=O)CSc2nc3ncnc(N)c3[nH]2)CC1	-1	4	-1	.	13	0.2	3	11	-13[20 µM]
CC(C)c1ncc(C(O)c2cccc3ccccc23)n1C (stereo not drawn)	-2	8	0	0.6	-2	0.3	2	6	-26[20 µM]
COc1ccc(-n2cnnc2SCc2ncc(-c3ccccc3)o2)cc1	0	-2	1	-2.2	-7	-0.2	-1	4	-11
Clc1cccc(Cl)c1CSc1nnc(CN2CCOCC2)n1-c1ccccc1	6	-1	-6	-0.29	-20	-1.7	11*	21	-10[20 µM]
Cc1nc(-c2cccc(Cl)c2)n[nH]1	3	5	5	0.045	5	1.3	0	8	-25
COc1cccc(/C=N/NC(=O)C(C)n2nnc3ccccc32)c1 (stereo not drawn)	-8	-3	-4	-0.43	-19	-0.3	0	2	-30
COc1ccc(OC)c(NC(=S)NCc2cccnc2)c1	-8	3	1	0.76	-14	0.2	7	14	-18
COc1ccc(OC)c(NC(=O)CC(Cc2ccccc2OC)C(=O)O)c1 (stereo not drawn)	0	8	0	0.061	-4	1.4	-3	13	-10
Oc1[nH]c2ccccc2c1/C=N/N1CCCCC1	0	-10	5	0.66	-45	1.1	-3	4	-11[20 µM]
Cc1ccc(Cn2c(O)c(N=O)c3ccccc32)cc1	4	-1	4	1.1	-4	1.2	6	6	-19
COc1ccc(Cn2nnnc2C(c2cccs2)N2CCN(c3ccc([N+](=O)[O-])cc3)CC2)cc1 (stereo not drawn)	1	-1	8	1.3	6	-0.9	-4	10	-29[20 µM]
O=C(c1cccs1)c1coc2ccc(O)cc12	3	4	-4	-0.95	-4	1.2	0	15	-6[20 µM]
COc1cc(C(=O)Nc2nc(-c3cccs3)cs2)cc(OC)c1OC	73*	3	2	.	-8	-0.9	0	28	-23[20 µM]
COc1ccc(OC)c(C2CC(c3c(-c4ccccc4)c4cc(Cl)ccc4[nH]c3=O)=NN2S(C)(=O)=O)c1 (stereo not drawn)	3	0	4	-1.6	42*	-0.7	0	8	1[20 µM]
CC(C)(C)C(=O)Cn1c(=O)n(-c2ccc(F)cc2F)c(=O)c2sccc21	-12	4	3	-0.17	6	1.4	-3	6	-41
CCOC(=O)CCc1nc2ccccc2[nH]1	-3	-6	-2	0.011	-3	0.2	-2	-2	-12
Nc1ncnc2nc(SCC(=O)N3CCN(c4ccccc4)CC3)[nH]c12	-2	-7	0	-0.73	-1	-0.6	-1	11	-21[20 µM]
CCCC(C)NC(=O)c1ccc(F)cc1 (stereo not drawn)	-9	-5	-4	-0.44	-5	-1.0	-1	-2	-13[20 µM]
CC(=O)c1ccc(NC(=S)NCCc2cccc(Cl)c2)cc1	0	11	2	-0.61	1	1.0	3	17	-19
Cc1ccc(CN=C(Nc2ccccc2)NC2CCCCC2)cc1	-1	-1	1	0.16	.	0.2	-1	14	-17
O=C(NCCN1CCOCC1)c1cc(S(=O)(=O)NCCCN2CCCC2=O)ccc1Cl	0	1	0	-0.019	-11	1.8	0	20	-5
Cc1ccc(S(=O)(=O)NCC(=O)OCC(=O)Nc2cccc(S(=O)(=O)NC3=NCCCCC3)c2)cc1	-4	-3	1	0.76	-4	1.6	4	1	-15
COc1cccc2cc(C(=O)NNC(=O)c3ccc(Br)cc3)c(=O)oc12	3	6	-2	-0.22	3	0.5	-1	13	-23
CCCCCn1c(N2CCOCC2)nc2c1c(=O)n(CC(N)=O)c(=O)n2C	1	6	4	0.6	-5	2.2	0	12	-11
Cc1cccc(N2CCN(C(=O)CSCc3c(C)noc3C)CC2)c1C	0	-1	-8	-0.52	5	-1.4	-1	-4	-13
CN(C)S(=O)(=O)N(CC(=O)NCCSCc1ccccc1)c1ccccc1	1	2	0	-3.7*	.	0.8	-2	9	-27
CSc1nncc(/C(C)=N\Nc2cccc(C)c2)n1	-3	5	0	0.26	-5	0.6	-1	9	-18[20 µM]
COc1cccc(C(C(=O)NC(C)(C)C)N(C(=O)CCC(=O)Nc2cc(C)on2)C(C)C)c1OC (stereo not drawn)	0	2	-4	0.66	-6	-0.7	-1	2	-13
Cc1cc2oc(C(=O)Nc3c(C)n(C)n(-c4ccccc4)c3=O)c(C)c2cc1C	1	0	1	-1.3	-3	-0.3	-1	8	-33[20 µM]
CC(=O)Nc1ccc(S(=O)(=O)N2CCC(=O)Nc3ccccc32)cc1	5	4	1	0.037	23	1.2	-1	13	-20
CC(=O)c1ccc(-n2nnnc2SCC(=O)Nc2sc(C)c(C)c2C#N)cc1	-1	-2	1	-0.63	-2	0.9	-3	9	-14
N[C@@H](Cc1ccccc1)c1nnc2sc(SCc3ccccc3)nn12	-1	7	-3	-1.9	2	-1.0	3	8	-7[20 µM]
CC(NC(=O)c1cccs1)C(c1cccs1)N1CCN(c2ccccc2)CC1 (stereo not drawn)	2	8	1	-0.18	25	-0.9	4	17	-22[20 µM]
CC(=O)c1c(C)[nH]c(C(=O)Nc2ccc3c(c2)OCCO3)c1C	12	1	-2	.	20	0.0	3	14	-13[20 µM]
N#Cc1c(N)nc2c(c1-c1ccco1)CCCCC2	.	.	7	-0.4	.	-0.1	2	.	-18[20 µM]
Cc1cc(C)nc(N/N=C/C2=C(O)CC(c3ccc(F)cc3)CC2=O)n1 (stereo not drawn)	-2	-1	-3	2.5	-24	0.4	-2	4	-3
Nc1nc(SCC(=O)NCc2ccccc2)[nH]c(=O)c1NC(=O)c1ccccc1F	-6	-1	5	0.12	-16	-0.4	-2	4	-18
Cc1ccccc1C1CC(c2ccccc2)Nc2ncnn21 (stereo not drawn)	-2	-2	0	.	2	0.0	-1	10	-26
Cc1ccc(C2N(C)c3ccccc3-c3nc4ccccc4n32)o1 (stereo not drawn)	-8	-6	-4	.	-237	-1.2	-3	-6	-24[20 µM]
Cn1cc(/C=C/C(=O)N2CCCC(C(=O)c3ccc(C(C)(C)C)cc3)C2)cn1 (stereo not drawn)	-6	-5	-8	-1.2	-3	-0.2	0	7	-12
CCOC(=O)C1(Cc2ccc(OC)cc2)CCN(C(=O)[C@@H]2CCCN2C(C)=O)CC1	11	4	4	-0.83	7	0.1	-1	6	-19
Cc1ccc(N2C(=O)CC(n3ccnc3)C2=O)cc1C (stereo not drawn)	-3	-12	-1	2	23	-0.2	-3	-8	-11
COC(=O)c1ccc(NS(=O)(=O)c2cc(C)ccc2OC)cc1	-6	-2	-5	0.49	-16	-0.3	6	1	-17[20 µM]
O=C(CSc1nnc(CNC(=O)c2cccs2)o1)NCc1ccc(F)cc1	-8	-3	0	0.018	-17	0.0	-2	-12	-18[20 µM]
COC(=O)c1ccccc1NC(=O)NC1CCCC1	-6	-1	5	0.83	.	0.7	9.5*	5	-29
CCc1ccccc1N(CC(=O)Nc1cccc(N(C)S(C)(=O)=O)c1)S(C)(=O)=O	-21	-16	5	0.36	-10	0.1	-3	-3	-13[20 µM]
CC1(C)CC(N2CCN(CCO)CC2)=CC(=S)N1	-2	-5	1	-0.69	0	1.1	1	7	-6
COc1ccc(CCNC2CC(=O)N(CCc3ccccc3)C2=O)cc1 (stereo not drawn)	0	-5	-1	0.75	-4	-0.1	-1	17	-15[20 µM]

Source: PubChem (several laboratories)
